Bioassay records deposited in PubChem BioAssay by National Center for Advancing Translational Sciences (NCATS).
FLuc counter: qHTS profiling assay for firefly luciferase inhibitor/activator using purifed enzyme and Km concentrations of substrates (counterscreen for miR-21 project); AID 588342, 2011; Potency, µM (highest dose often 57.5 µM), for the others: at the top dose activity change, negative = inhibition, actives largely listed as inhibitors; purified FLuc, Km substrates, luminescence inhibition; hit rate 6.9% among 360,000;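 further: potency means the concentration at half of the fitted maximal effect; plate controls were vehicle for no effect and reference inhibitor for full effect; nearly all actives have a fitted effect of over 55% in size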
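Purified P. pyralis luciferase, 10 nM final, with Km-level 10 uM D-luciferin and 10 uM ATP in 50 mM Tris acetate pH 7.5, 10 mM Mg acetate, 0.01% Tween-20, 0.05% BSA; 6-point qHTS titration about 60 µM downward; luminescence read.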
KCNH2 3.1 block: qHTS for Inhibitors of KCHN2 3.1: Mutant qHTS; hit rate 0.95% among 340,000; activity change, % (tested at about 1.8 µM); AID 720553, 2013; U2OS KCNH2 3.1, thallium flux FluxOr; stronger effect = lower value;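 active means maximum activity change below -70%; inconclusive means maximum activity change from -70% to -50%; inactive means maximum activity change above -50%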;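 further: thallium influx rate constant from kinetic fluorescence after stimulation buffer; on the % scale 0 is the no-effect control and ±100 the full control effect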
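Thallium flux via FluxOr fluorescence (Red40 quencher, 45 min loading) in U2OS cells virally expressing the KCNH2 3.1 isoform (1.77 x 10^8 /mL virus, overnight at 37 C). Rate constants from 2-min kinetic reads post-stimulation, normalised to positive and negative controls.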
RORgamma inh: qHTS for inhibitors of ROR gamma transcriptional activity | Nuclear receptor ROR-gamma (Mus musculus), P51450 | Drosophila S2 Gal4-RORgamma UAS-luciferase reporter, 20 h | Potency, µM (top dose mostly 53.6 µM), inactives show at the highest dose activity change, negative = inhibition, hits mostly inhibitors | hit rate 5.4% among 310,000 | AID 2551, 2010; further: potency means the concentration at half of the fitted maximal effect; on the % scale 0 is the no-effect control and ±100 the full control effect; nearly all actives have a fitted effect of over 60% in size
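In this cell-based reporter format, copper sulfate (700 uM final) drives Gal4–ROR gamma fusion expression from a metallothionein promoter in Drosophila Schneider cells; compounds preincubated 1 hr, reporter read after 20 hr at ambient temperature.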
MBNL1-CUG inh: qHTS Assay for Inhibitors of MBNL1-poly(CUG) RNA binding; Muscleblind-like protein 1 (Homo sapiens), Q9NR56; TR-FRET MBNL1-His/biotin-(CUG)12 binding, 665/545 ratio; Potency, µM (doses to about 57.5 µM), without a hit: at the highest dose activity change, negative = inhibition, most hits filed as inhibitors; hit rate 0.036% among 280,000; active means well fitted inhibition curve with a large enough effect in the signal ratio, with a control signal flat, not every such curve was filed as active; inconclusive means small, poorly fitted or top-dose-only effect, or effect the other way, or a change in a side signal; inactive means no such curve, though single readings can be large or run the other way; the % refers to the signal ratio; further: potency means the concentration at half of the fitted maximal effect; on the % scale 0 is the no-effect control and ±100 the full control effect
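Compounds (final 92 nM to 58 uM) are added to His-tagged MBNL1 and biotin-(CUG)12, then terbium anti-His antibody and streptavidin-XL665 (5 nM final). After 60 min at room temperature, the 665/545 nm ratio is read.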
VP16 counter: VP16 counterscreen qHTS for inhibitors of ROR gamma transcriptional activity; Drosophila S2 Gal4-VP16 UAS-luciferase, luminescence, 20 h; Potency, µM (series often up to 53.6 µM), for inactives: at the highest dose activity, negative = inhibition, usual class: inhibitors; hit rate 3.5% among 310,000;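 further: Gal4-VP16 expression switched on by copper sulfate through the metallothionein promoter; potency means the concentration at half of the fitted maximal effect; on the % scale 0 is the no-effect control and ±100 the full control effect; nearly all actives have a fitted effect of over 50% in size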
ELG1 repair inh: qHTS screen for small molecules that inhibit ELG1-dependent DNA repair in human embryonic kidney (HEK293T) cells expressing luciferase-tagged ELG1; HEK293T ELG1-luciferase reporter, luminescence, 16 h; DNA damage induced by 5-fluorouridine; Potency, µM (titrated, usually from 46.1 µM), for inactives: top-dose activity change, negative = inhibition, usual class: inhibitors; hit rate 2.3% among 330,000; further: potency means the concentration at half of the fitted maximal effect; on the % scale 0 is the no-effect control and ±100 the full control effect; nearly all actives have a fitted effect of over 55% in size
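5-Fluorouridine DNA damage + compound/DMSO, 2,000 cells/well, 16 h, 37 °C/5% CO2. ONE-Glo, 30 min RT, luminescence. Readout = decrease in reporter signal.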
PKM2 activator: qHTS Assay for Activators of Human Muscle isoform 2 Pyruvate Kinase | purified PKM2, Kinase-Glo ATP luminescence, activation; response scale: 0% is enzyme alone, no compound | Potency, µM (titrated, usually from 57.5 µM), for the others: top-dose activation, most hits filed as activators | hit rate 0.34% among 260,000 | AID 1631, 2009; further: potency means the concentration at half of the fitted maximal effect; on the % scale 0 is the no-effect control and ±100 the full control effect; nearly all actives have a fitted effect of over 55% in size
Target sequence (P14618 whole entry, looked up, canonical isoform): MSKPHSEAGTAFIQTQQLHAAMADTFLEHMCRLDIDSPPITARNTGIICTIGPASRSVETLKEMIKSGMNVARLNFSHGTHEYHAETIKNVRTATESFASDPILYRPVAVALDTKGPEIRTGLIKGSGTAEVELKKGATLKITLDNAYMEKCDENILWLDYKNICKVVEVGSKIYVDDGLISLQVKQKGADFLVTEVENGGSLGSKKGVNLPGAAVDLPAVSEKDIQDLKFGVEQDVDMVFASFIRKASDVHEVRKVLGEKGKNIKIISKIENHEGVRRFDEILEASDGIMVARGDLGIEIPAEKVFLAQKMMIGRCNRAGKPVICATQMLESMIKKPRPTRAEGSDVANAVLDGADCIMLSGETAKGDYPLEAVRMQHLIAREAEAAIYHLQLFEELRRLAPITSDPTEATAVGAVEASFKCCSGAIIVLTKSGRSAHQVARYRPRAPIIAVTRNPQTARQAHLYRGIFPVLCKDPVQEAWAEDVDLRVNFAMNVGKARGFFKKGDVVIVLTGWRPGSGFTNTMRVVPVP
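Purified hPK-M2 (>95%) run at intermediate activity with 0.1 mM ADP and 0.5 mM PEP in 50 mM imidazole pH 7.2, KCl, MgCl2; 1 h room temperature. ATP formed read by Kinase-Glo luminescence; normalized to uninhibited and no-enzyme controls.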
Menin-MLL TR inh: qHTS Assay for Inhibitors Targeting the Menin-MLL Interaction in MLL Related Leukemias: Competition With Texas Red Labeled MLL-derived Mutant Peptide. Potency, µM (series often up to 61.6 µM), for the others: at the top dose FP activity change, negative = inhibition, usual class: inhibitors. hit rate 0.23% among 270,000. Menin + Texas Red MLL mutant peptide, fluorescence polarization. O00255; active means well fitted inhibition curve with a large enough effect in the polarisation, with a control signal flat, not every such curve was filed as active; inconclusive means small, poorly fitted or top-dose-only effect, or effect the other way, or a change in a side signal; inactive means no such curve, though single readings can be large or run the other way; the % refers to the polarisation; further: potency means the concentration at half of the fitted maximal effect; % of control where 0% means no effect; many of its hits are not listed in these tables
Target sequence (O00255 whole entry, looked up): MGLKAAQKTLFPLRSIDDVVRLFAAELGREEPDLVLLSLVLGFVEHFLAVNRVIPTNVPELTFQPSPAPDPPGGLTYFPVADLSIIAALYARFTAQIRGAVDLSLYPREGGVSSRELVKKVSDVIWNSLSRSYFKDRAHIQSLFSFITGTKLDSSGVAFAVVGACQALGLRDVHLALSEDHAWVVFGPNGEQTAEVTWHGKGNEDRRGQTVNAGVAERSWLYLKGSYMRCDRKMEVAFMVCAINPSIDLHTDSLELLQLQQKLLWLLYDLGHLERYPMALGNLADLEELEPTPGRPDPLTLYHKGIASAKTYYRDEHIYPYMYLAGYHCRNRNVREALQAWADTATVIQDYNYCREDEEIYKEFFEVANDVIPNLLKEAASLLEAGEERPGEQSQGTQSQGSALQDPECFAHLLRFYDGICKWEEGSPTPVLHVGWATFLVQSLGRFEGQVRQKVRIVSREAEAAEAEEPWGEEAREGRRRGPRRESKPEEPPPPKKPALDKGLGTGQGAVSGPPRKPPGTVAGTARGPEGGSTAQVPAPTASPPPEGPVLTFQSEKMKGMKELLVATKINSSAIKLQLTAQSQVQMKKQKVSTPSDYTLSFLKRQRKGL
Rab9 promoter act: qHTS Assay for Rab9 Promoter Activators. Huh7 Rab9 promoter-luciferase reporter, luminescence, 24 h. Potency, µM (doses to about 9.22 µM), inactives show at the top dose activation, negative = inhibition, actives largely listed as activators. hit rate 2.8% among 320,000. AID 485297, 2010; further: potency means the concentration at half of the fitted maximal effect; % of control where 0% means no effect; nearly all actives have a fitted effect of over 60% in size
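Quantitative HTS format; Huh7 Rab9-luciferase reporter cells (1500/well) receive compound 2 h post-plating, incubate 24 h at 37 °C, then get luciferase reagent for 10 min before luminescence reading.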
NPC1 promoter act: qHTS Assay for NPC1 Promoter Activators. Huh7 NPC1 promoter luciferase reporter, 24 h. AID 485313, 2010. hit rate 2.4% among 320,000. Potency, µM (series often up to 9.22 µM), inactives show at the top dose activation, hits mostly activators;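 further: potency means the concentration at half of the fitted maximal effect; % of control where 0% means no effect; nearly all actives have a fitted effect of over 60% in size; reporter is driven by a mutant NPC1 promoter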
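Huh7 reporter cells (NPC1 promoter driving luciferase) are dosed with compound for 24 h at 37 °C, 5% CO2; luciferase detection reagent is then added and luminescence measured after 10 min at ambient temperature.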
Mito fusion act: qHTS Assay for Small Molecule Inhibitors of Mitochondrial Division or Activators of Mitochondrial Fusion | S. cerevisiae fusion-defective mutant growth rescue, CellTiterGlo 48 h | Potency, µM (highest dose often 46.1 µM), for inactives: at the top dose growth rescue (activation), hits mostly activators | hit rate 0.23% among 320,000 | AID 485298, 2010;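 further: potency means the concentration at half of the fitted maximal effect; % of control where 0% means no effect; nearly all actives have a fitted effect of over 45% in size; temperature-sensitive fusion mutants such as fzo1-1 at 37 °C on non-fermentable ethanol glycerol medium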
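Read-out: ATP-based luminescence (CellTiterGlo, 10 min ambient) reporting growth of fusion-defective ts yeast after 48 hours at 37C on glycerol/ethanol YPEG medium in the presence of compound.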
Starred values were filed as active, the others as inactive; ? = inconclusive; nt = not tested or not shown; [ ] = remark or other dose. Unless noted, the call rests on the fitted dose curve; in most records, active means well fitted curve in the direction sought with a large enough effect; inconclusive means small, poorly fitted or top-dose-only effect, or another doubt; inactive means no such curve, though single readings can be large; an effect the other way counts as inactive or inconclusive.

SMILES	FLuc counter	KCNH2 3.1 block	RORgamma inh	MBNL1-CUG inh	VP16 counter	ELG1 repair inh	PKM2 activator	Menin-MLL TR inh	Rab9 promoter act	NPC1 promoter act	Mito fusion act
CN(C)C(=O)c1nc2ccc(Cl)cn2c1CN1CCN(c2ncccn2)CC1	-1%	-9	-7%	-3%	-6%	10%	-8%	1%	-11%	-2%	6%
CN(C)c1ccc(C(=O)N/N=C/c2ccccn2)cc1	13µM*	-11	13µM*	30%	?	?	-4%	20%	2.5µM*	2.8µM*	2%
N#CC1=C(N)OC2=C(C(=O)CC(c3ccccc3)C2)C1c1ccoc1 (stereo not given)	0%	-3	?	6%	-2%	8%	20%	0%	-3%	0%	1%
CN(Cc1cccs1)S(=O)(=O)c1cccs1	-3%	17	?	-18%	-22%	4%	-12%	1%	-1%	12%	5%
COc1ccc(-c2cc(-c3ccccc3)c(C#N)c(=S)[nH]2)cc1	-26%	3	-12%	40%[activator]	17%	1%	-1%	?	-7%	-6%	-2%
CC(=O)n1cc([C@H]2C=C(C(=O)N3CCOCC3)O[C@@H](OCc3ccc(CO)cc3)C2)c2ccccc21	-1%	-4	-19%	0%	-11%	0%	-2%	-2%	1%	0%	-3%
Cc1ccc(CN2C(=O)CCC2(C)C(=O)NCc2cccnc2)cc1 (stereo not given)	11%	6	-7%	3%	-2%	19%	18%	-7%	4%	1%	-7%
Cc1cc(C)n(C(=O)CCCCCCCC(=O)n2nc(C)cc2C)n1	2%	11	-6%	?	22%	7%	-3%	-28%	4%	0%	-1%
Cc1ccc(-c2csc(N3CCN(S(=O)(=O)c4ccc5c(c4)NC(=O)CO5)CC3)n2)cc1	0%	-12	-29%	12%	10%	8%	nt	17%	3%	-3%	0%
CC(=O)NCCc1nc2cc(NC(=O)Nc3ccccc3)ccc2n1C	6.7µM*	23	?	2%	-15%	?	nt	1%	4µM*	2.2µM*	3%
CCCc1cc(=O)[nH]c(SCC(=O)N2N=C(c3ccc(Cl)cc3)CC2c2ccco2)n1 (stereo not given)	6%	18	22%[10 µM]	nt	-6%	15%	-2%	-9%	1%	-3%	-1%
CC(=O)C(Sc1nnnn1-c1ccc(O)cc1)c1ccccc1 (stereo not given)	0%	1	28%	-1%	-6%	3%	nt	17%	0%	-4%	-34%[inhibitor]
COc1ccc(C)cc1NC(=O)CSc1nnc(-c2ccco2)n1Cc1ccco1	1%	-2	30%	-3%	-14%	-20%	1%	4%	2%	-1%	18%
Cn1cc(CN2CCCC(CO)C2)c(-c2ccc(Oc3ccccc3)cc2)n1 (stereo not given)	3%	3	-3%	-11%	4%	2%	0%	-10%	-4%	-3%	-8%
O=C(Nc1ccc(C(=O)NCCCN2CCN(c3ccc(F)cc3)CC2)cc1)C1=CSCCO1	-1%	-21	14%	-3%	2%	-2%	nt	nt	-3%	-2%	0%
COC(=O)c1ccccc1NC(=O)c1cc(-c2ccco2)on1	-2%	2	-3%	5%	-19%	-6%	1%	15%	?	24%	-3%
CC(C)(C)C(=O)C1=C(O)C(=O)N(Cc2ccccc2)C1c1ccccc1Cl (stereo not given)	0%	-6	1%	51%[activator]	-1%	-16%	1%	23%	-1%	-1%	2%
C[C@H]1CCC[C@]2(CC(=O)c3cc(F)ccc3O2)C1	-1%	nt	nt	nt	nt	3%	nt	nt	-1%	-1%	-1%
O=C1NC2=C(C(=O)CCC2)C(c2ccc([N+](=O)[O-])cc2)N1 (stereo not given)	0%	-10	0%	?	8%	-2%	0%	-8%	6%	1%	-3%
CCC(C(=O)N1CCN(C(=O)c2ccco2)CC1)c1ccccc1 (stereo not given)	0%	8	25%	-4%	-3%	2%	0%	5%	-5%	-1%	-1%
Cc1cnc(C(=O)OCC(=O)c2ccc(C)s2)cn1	?	8	nt	nt	nt	23%	nt	nt	-2%	-3%	-1%
Cn1c(SCC(=O)Nc2nccs2)nnc1-c1ccccn1	0%	12	-11%	-4%	-5%	1%	-7%	2%	-5%	3%	1%
Cc1cc(C(=O)CSc2n[nH]c(N)n2)c(C)n1-c1ccc2c(c1)OCO2	?	-11	28%	nt	1%	13%	-14%	-7%	2%	8%	6%
O=C(c1ccc(=O)[nH]c1)N(Cc1ccco1)C1(C(=O)NC2CCCCC2)CCCCC1	1%	9	25%	-1%	-9%	4%	-7%	16%	-3%	0%	-2%
CCOc1cnc(C(=O)NNC(=O)C(Br)C(C)C)o1 (stereo not given)	0%	-19	-19%	0%	-5%	5%	0%	-2%	-3%	-6%	4%
Next section
SMILES	FLuc counter	KCNH2 3.1 block	RORgamma inh	MBNL1-CUG inh	VP16 counter	ELG1 repair inh	PKM2 activator	Menin-MLL TR inh	Rab9 promoter act	NPC1 promoter act	Mito fusion act
O=C(CSc1nnc2ccc(-c3ccncc3)nn12)c1cccs1	-8%	5	-5%	?	6%	17%	3%	?	2%	8%	3%
COc1ccc(C(=O)CCN2CCN(c3ccc(OC)cc3)CC2)cc1	-1%	-71*	?	-4%	?	10%	nt	?	-1%	0%	7%
Oc1ccc(Cl)cc1N=Cc1sc2ccccc2c1Cl	-17%	-8	-3%	22%	-11%	?	18%	15%	1%	2%	-8%
NC(=O)C1CCN(C(=O)CSc2nc3c(c(-c4ccccc4)n2)CCCC3)CC1	7%	-8	2%	-6%	6%	0%	10%	6%	0%	-4%	3%
Cc1nnc(NC(=O)c2cccc(S(=O)(=O)N3CCCC3)c2)s1	3%	nt	-28%	3%	-9%	-4%	-1%	9%	8%	-1%	-1%
CC1CCCC(C)N1C(=O)COC(=O)C12CC3CC(CC(Cl)(C3)C1)C2 (stereo not given)	1%	-1	nt	nt	nt	1%	nt	nt	-1%	-6%	18%
NC(=S)Nc1cccc2[nH]ncc12	0%	-27	-13%	nt	11%	-3%	-4%	1%	1%	-1%	6%
CCOc1ccc(N(CC(=O)NC(C)(C)C)C(=O)CCC(=O)Nc2nccs2)cc1	-1%	-15	-16%	3%	18%	-4%	-1%[11.5 µM]	-14%	3%	2%	3%
Cc1cc(SCC(=O)Nc2ccc(O)cc2)n2ncc(-c3ccccc3)c2n1	-1%	-10	7%	nt	-6%	-14%	1%	nt	-1%	-6%	-3%
CC(Nc1cc(N2CCN(S(C)(=O)=O)CC2)ccc1[N+](=O)[O-])c1ccccc1 (stereo not given)	-4%	-2	20%	nt	1%	-27%	-2%	-2%	3%	1%	7%
CCC(=O)Nc1ccccc1C(=O)C(=O)Nc1ccccc1	2%	2	?	nt	-17%	?	-5%	28%	2.5µM*	?	2%
C=CCN(Cc1nc(-c2ccc(OC)c(OC)c2)oc1C)C1CCS(=O)(=O)C1 (stereo not given)	0%	2	28%	-5%	2%	-10%	4%	-10%	-2%	-6%	-3%
CC(=O)Nc1ccc(OCC(=O)NCc2ccccc2)cc1	-3%	9	20%	-12%	-30%	24%	0%	-14%	-2%	0%	1%
[O-]/C(=C(\C(=S)Nc1ccc(SC(F)F)cc1)[n+]1ccccc1)c1cc(Cl)ccc1Cl	4%	-5	?	10%	-1%	?	1%	20%	-3%	0%	-4%
COc1ccc(OC)c(N(CC(=O)N2CCCCC2)S(=O)(=O)c2ccc(OC)c(OC)c2)c1	-3%	-2	27%	-5%	-5%	?	8%	1%	-4%	1%	-1%
O=C(COc1cccc(NC(=O)c2ccccc2)c1)c1ccc(F)cc1	15µM*	3	6%	4%	2%	?	3%	0%	-2%	5%	?

A portion of the library; the hit share may differ from the screen's.
